Bioassay records as filed in PubChem.
SENP7 inh: SENP7 protease inhibition. recombinant SENP7, Z-RLRGG-aminoluciferin luminescence, 40 min. inhibition, % at 5 µM. 1.5% of 330,000 active. AID 434973;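 active = inhibition above about 50% at the single test dose, limit read from the data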;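 note: plate controls were DMSO with enzyme for no effect and no enzyme buffer wells for full effect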
Target sequence (Q9BQF6 706-1050 limits assumed): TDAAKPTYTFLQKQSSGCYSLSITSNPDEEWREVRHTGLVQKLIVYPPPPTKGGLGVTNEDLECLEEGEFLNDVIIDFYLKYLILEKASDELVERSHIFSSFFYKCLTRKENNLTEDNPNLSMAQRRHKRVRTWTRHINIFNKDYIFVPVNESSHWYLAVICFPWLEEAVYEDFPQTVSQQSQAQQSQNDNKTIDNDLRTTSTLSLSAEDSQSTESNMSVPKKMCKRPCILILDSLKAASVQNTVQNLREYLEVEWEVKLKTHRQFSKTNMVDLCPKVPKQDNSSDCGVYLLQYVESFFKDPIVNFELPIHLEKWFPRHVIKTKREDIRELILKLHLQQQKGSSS
Apaf1 inhib: blocks human Apaf-1 apoptosome activity; O14727; reconstituted apoptosome caspase-3 activity, DEVD-Rh110 fluorescence; inhibition, % at 20 µM; 0.71% of 330,000 active; AID 489030; active = inhibition of at least 40% at 20 µM;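 note: plate controls were DMSO wells for no effect and DEVD-CHO caspase inhibitor wells for full effect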
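detection = Rh110 fluorescence intensity | test system = biochemical Apaf-1 apoptosome reconstitution | also added = cytochrome c and DEVD-Rh110 substrate | schedule = 30 min plus 50 min, RT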
PfGluPho inh: PfG6PD (Plasmodium falciparum) enzyme inhibition; AID 504690; inhibition, % at 20 µM; 0.78% of 350,000 active; PfGluPho enzyme, NADPH resazurin-diaphorase fluorescence;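 active = inhibition reaching at least a set limit at 20 µM in the primary screen, cut at about 59% in these data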;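 note: 0% = DMSO wells with substrate and 100% = DMSO wells lacking glucose-6-phosphate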
SENP1 FRET inh: SENP1 (human) catalytic domain inhibition; Q9P0U3; 0.21% of 360,000 active; recombinant SENP1 catalytic domain, CyPet-SUMO1-YPet FRET cleavage; inhibition, % at 10 µM;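 active = inhibition at least 30% at 10 µM, raw YFP signal under a set limit, fluorescence ratio 0.5 to 1.5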;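 note: 0% = enzyme with DMSO and 100% = no enzyme wells; some results filed as inactive read as strong as hits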
Target sequence (Q9P0U3 419-644 limits assumed): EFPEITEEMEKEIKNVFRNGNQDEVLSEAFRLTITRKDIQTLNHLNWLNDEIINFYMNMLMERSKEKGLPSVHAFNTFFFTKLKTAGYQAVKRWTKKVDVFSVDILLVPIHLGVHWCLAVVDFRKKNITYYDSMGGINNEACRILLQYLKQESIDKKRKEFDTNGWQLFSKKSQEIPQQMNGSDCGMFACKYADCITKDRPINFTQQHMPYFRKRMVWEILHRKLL
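Compound: 10 µM single point, 0.5% DMSO; Test system: hSENP1 catalytic domain, recombinant; Timing: 50 min reaction at room temperature; Technique: FRET, CFP and YFP emission; Control set: no-enzyme wells low, DMSO-plus-enzyme wells high control.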
SENP6 block: inhibitors of human SENP6 protease; inhibition, % at 10 µM; Q9GZR1; Recombinant SENP6 catalytic domain, aminoluciferin luminescence; 1.8% of 330,000 active;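 active = inhibition above about 50% at the single tested dose, limit read from the data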;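 note: plate controls were DMSO wells with enzyme for no effect and DMSO wells lacking enzyme for full effect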
SENP8 block-1: SENP8 protease inhibition; 1.2% of 330,000 active; AID 2540; Q96LD8; purified SENP8, Z-RLRGG-aminoluciferin cleavage, luminescence; inhibition, % at 10 µM; in the data active = inhibition above about 50%
Target sequence (Q96LD8 whole entry, looked up): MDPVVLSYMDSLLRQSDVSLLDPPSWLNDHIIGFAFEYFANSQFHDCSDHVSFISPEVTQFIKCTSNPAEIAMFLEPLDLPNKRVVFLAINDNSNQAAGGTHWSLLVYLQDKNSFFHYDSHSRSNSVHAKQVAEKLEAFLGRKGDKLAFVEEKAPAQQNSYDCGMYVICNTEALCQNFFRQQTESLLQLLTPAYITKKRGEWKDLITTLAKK
SENP8 block-2: inhibitors of human SENP8 protease. Q96LD8. recombinant SENP8, Nedd8 substrate fluorescence. inhibition, % at 20 µM. 0.64% of 360,000 active. AID 602440; in the data active = inhibition mostly above about 40%, no sharp cut-off; inactive = mostly below about 27%
HKDC1 inh: blocks human hexokinase HKDC1 activity. Q2TB90. recombinant HKDC1, G6PDH/diaphorase resazurin coupled fluorescence. inhibition, % at 20 µM. 0.16% of 340,000 active. AID 493160;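 active = inhibition above about 35% when tested at 20 µM, limit read from the data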;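 note: plate controls were DMSO wells with enzyme for no effect and DMSO wells lacking enzyme for full effect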
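Incubation: 90 min at room temperature in dark / Material: recombinant HKDC1 (HK5) hexokinase enzyme, produced in-house / Quantity: enzyme 5 µg/mL final / Compound: one dose of 20 µM, 1% DMSO / Reagent: glucose and ATP substrates / Buffer or medium: Tris pH 8.0 buffer with MgCl2, Tween-20, BSA, BME / Technique: resorufin fluorescence at 613 nm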
* marks the source's active call; other numbers are inactive results; . = no result given. Rows were taken by chance. Share with any hit: about 3.6%.

The first 6 entries, to show the layout:
SMILES | SENP7 inh | Apaf1 inhib | PfGluPho inh | SENP1 FRET inh | SENP6 block | SENP8 block-1 | SENP8 block-2 | HKDC1 inh
COC(=O)[C@H](Cc1ccc(O)cc1)NCCCn1cnc(C(=O)Nc2ccc(C)c(C)c2)n1 | . | . | 7 | -1 | . | . | -5 | -5
O=C(NC(=S)Nc1ccccc1C(=O)O)c1ccc(-c2ccc(Br)cc2)o1 | 4 | 16 | 22 | -48 | -13 | 0 | -48 | 5
CC(C)c1ccc(NC(=O)NC(C)c2ccc3c(c2)OCO3)cc1 (configuration not stated) | -2 | 20 | 11 | -1 | -16 | 1 | 5 | -3
CCC(=O)NC(=S)Nc1ccc(S(=O)(=O)NC(C)C)cc1 | 3 | -8 | -17 | 2 | -4 | -6 | 16 | -7
CC1CCc2c(sc(NC(=O)CSc3nc(N)cc(=O)[nH]3)c2C(N)=O)C1 (configuration not stated) | 6 | 8 | -2 | -6 | -13 | 3 | -16 | 10
CCOc1ccc(CCNC(=O)CCn2ccc3cc(S(=O)(=O)N4CCCC4)ccc32)cc1 | 6 | -1 | 10 | 3 | -1 | 4 | 3 | -2

The list itself, from the start:
SMILES | SENP7 inh | Apaf1 inhib | PfGluPho inh | SENP1 FRET inh | SENP6 block | SENP8 block-1 | SENP8 block-2 | HKDC1 inh
COC(=O)[C@H](Cc1ccc(O)cc1)NCCCn1cnc(C(=O)Nc2ccc(C)c(C)c2)n1 | . | . | 7 | -1 | . | . | -5 | -5
O=C(NC(=S)Nc1ccccc1C(=O)O)c1ccc(-c2ccc(Br)cc2)o1 | 4 | 16 | 22 | -48 | -13 | 0 | -48 | 5
CC(C)c1ccc(NC(=O)NC(C)c2ccc3c(c2)OCO3)cc1 (configuration not stated) | -2 | 20 | 11 | -1 | -16 | 1 | 5 | -3
CCC(=O)NC(=S)Nc1ccc(S(=O)(=O)NC(C)C)cc1 | 3 | -8 | -17 | 2 | -4 | -6 | 16 | -7
CC1CCc2c(sc(NC(=O)CSc3nc(N)cc(=O)[nH]3)c2C(N)=O)C1 (configuration not stated) | 6 | 8 | -2 | -6 | -13 | 3 | -16 | 10
CCOc1ccc(CCNC(=O)CCn2ccc3cc(S(=O)(=O)N4CCCC4)ccc32)cc1 | 6 | -1 | 10 | 3 | -1 | 4 | 3 | -2
CC(C)CCC(=O)N1CCOC1=O | 14 | 7 | -13 | 1 | 6 | -12 | 10 | -8
CC(C)CCn1c(SC(C)C(=O)NC2CC2)nc2ccccc2c1=O (configuration not stated) | -1 | 0 | -7 | 0 | 4 | 8 | 13 | 1
Cc1cc(C)n(C(C)CNS(=O)(=O)c2ccc(C)c(C)c2)n1 (configuration not stated) | -6 | 5 | 2 | 1 | -21 | -11 | 10 | -6
CCOC(=O)C1CCN(S(=O)(=O)c2ccc(OCC)cc2)CC1 | 3 | -2 | -1 | 3 | -14 | 5 | 9 | -3
N#CCSc1ccc(-c2nc3ccccc3[nH]2)cn1 | 68* | 9 | 23 | -1 | 7 | 48 | -238 | 1
CCOC(=O)C1CCN(S(=O)(=O)Cc2ccc(Cl)cc2)CC1 | -7 | 3 | -15 | 1 | -21 | -9 | -2 | -2
Cc1ccc(CN2C(=O)N/C(=C\c3ccc(N4CCOCC4)cc3)C2=O)cc1 | 3 | -2 | -4 | -46 | 4 | 2 | -395 | -10
CC(OC(=O)CCc1ccccc1)C(=O)Nc1ncc(Cl)cc1Cl (configuration not stated) | -13 | 0 | 12 | 2 | -19 | -7 | -10 | -6
COc1cc(/C=N/NC(=O)c2cc[n+]([O-])cc2)ccc1O | -2 | -2 | -14 | 3 | 19 | 0 | 18 | 2
Cc1cc(C)nc(NS(=O)(=O)c2ccc(NS(=O)(=O)c3ccc(C#N)cc3)cc2)n1 | -7 | 5 | 7 | -1 | -3 | 1 | 2 | -8
Cc1cccc(C)c1NC(=O)COC(=O)C1Cc2ccccc2CN1C(=O)c1ccccc1 (configuration not stated) | 4 | 6 | 23 | 0 | -9 | -2 | 8 | -10
NC(=Nc1ccccc1)N(c1ccccc1)c1ccccc1 | . | . | 2 | 1 | . | . | 23 | -7
Nc1nc(CCl)nc(Nc2ccccc2)n1 | 6 | 4 | 9 | 0 | -13 | -15 | 22 | -6
Cc1nnc(NC(=O)CSc2nc(CC(C)C)nc3c2c(=O)n(C)c(=O)n3C)s1 | -13 | -4 | -16 | 1 | 12 | -2 | 14 | -8
CN(CCC#N)C(=O)c1cc2c(s1)-c1ccccc1SC2 | 3 | 4 | 16 | -11 | -10 | -9 | -292 | 4
COc1ccc2[nH]c(=O)c(CN(c3ccc(C)c(C)c3)S(C)(=O)=O)cc2c1 | 10 | 8 | 5 | -5 | 7 | 3 | -263 | 0
O=C(CCN1C(=O)CSc2ccccc21)Nc1ccc(C(F)(F)F)cc1 | -6 | 24 | 9 | 2 | -10 | -16 | 10 | -2
Cc1ccc(NS(=O)(=O)c2ccc(OCC(=O)Nc3cccc([N+](=O)[O-])c3)c(C)c2)cc1 | 5 | 16 | 15 | 1 | -14 | -1 | 14 | 6
CC(=O)Nc1sc2c(c1CN1CCN(c3ccc(F)cc3)CC1)CCCC2 | 0 | 16 | 9 | 3 | -12 | 2 | 28 | 1
COc1ccc(NC2CCCN(C(=O)CCc3ccccc3F)C2)cc1 (configuration not stated) | 2 | 2 | 12 | 3 | 3 | 8 | 15 | 0
CCN(CC(=O)Nc1ccc(OC)cc1)C(=O)c1cc(S(=O)(=O)N2CCOCC2)ccc1N1CCCC1 | 14 | -7 | -2 | 0 | 8 | -6 | 24 | -2
Cc1c(NC(=O)Nc2cccc(Cl)c2)c(=O)n(-c2ccccc2)n1C | -4 | -4 | -2 | 1 | -4 | 4 | 11 | 0
O=C(CCSCCC(=O)NCc1ccccc1)NCc1ccccc1 | 4 | 1 | -6 | -2 | -28 | 1 | 19 | -14
CC1Cc2nc(SCC(=O)NCC3CCCO3)n(C)c(=O)c2S1 (configuration not stated) | 10 | -4 | -5 | -1 | 0 | -1 | 10 | -1
CNc1c(NS(=O)(=O)c2cc(OC)ccc2OC)c(=O)oc2ccccc12 | -5 | 4 | -14 | 0 | -20 | -4 | 0 | -5
O=C(/C=C/c1cccs1)N1CCN(c2ccc(O)cc2)CC1 | -4 | 11 | 64* | 2 | 5 | -3 | 12 | -2
Cc1ccccc1CC(=O)NCc1cccnc1 | 5 | -13 | 5 | -3 | 17 | 4 | 1 | -2
Cc1cc(N/C=C/C(=O)c2cccs2)ccc1F | 46 | 11 | 35 | -48 | 85* | 82* | -162 | -1
CCc1ccc([C@H]2C(C(=O)O)=C[C@@H](C(C)(C)C)N2S(=O)(=O)c2ccc(C)cc2)cc1 | -5 | 5 | -30 | 1 | 5 | 11 | 9 | 5
N#CC(c1ccc(Cl)cc1)c1ccc(Cl)nn1 (configuration not stated) | -8 | -3 | -10 | 2 | -10 | 5 | 23 | -8
COc1cccc(OC)c1C(=O)Nc1cccc(S(=O)(=O)Nc2ccccc2Cl)c1 | -22 | 11 | -16 | 0 | -13 | -13 | -3 | 7
CCCCCCCCCCCCCCCC(=O)Nc1ccn(C2OC(CO)C(O)C2O)c(=O)n1 (configuration not stated) | . | . | 17 | 1 | . | . | -1 | 3
CC(C)Oc1c(N2CCOCC2)c(=O)c1=O | -9 | -2 | 5 | 2 | -9 | -10 | 9 | 3
COc1ccc(CN(Cc2cccnc2)S(=O)(=O)c2ccc(-n3cnnn3)c(OC)c2)cc1 | -2 | 20 | 7 | -25 | -9 | 5 | 5 | -3
COc1cc(C(=O)NCCOc2ccccc2C)cc(OC)c1OC | 3 | 2 | -16 | 0 | -4 | 3 | 13 | 0
Cc1ccc(NC(=O)C2CCCN2S(=O)(=O)c2ccc(F)cc2)c(C)c1 (configuration not stated) | 6 | 10 | 6 | 2 | -1 | -7 | 8 | -3
COC(CNC(=O)c1ccc2c(c1)nc(C)n2-c1cccc(C)c1)OC | -4 | -3 | 0 | -1 | -19 | 5 | 15 | -2
CC1CCCC(C)N1C(=O)COC(=O)CCC(=O)c1ccc(F)cc1 (configuration not stated) | 11 | 1 | 0 | 0 | 21 | 4 | 7 | 1
Cc1cc2c(nc1C)CCCN2C[C@@H](C)O/N=C1/[C@H]2CCn3c(=O)n(-c4ccccc4)c(=O)n3[C@H]2[C@H](O)[C@@H]2O[C@H]12 | -10 | 14 | 24 | . | 3 | -4 | . | 2

Given as tab-separated lines: entries from further up.
Structure	SENP7 inh	Apaf1 inhib	PfGluPho inh	SENP1 FRET inh	SENP6 block	SENP8 block-1	SENP8 block-2	HKDC1 inh
O=C(/C=C/c1cccs1)N1CCN(c2ccc(O)cc2)CC1	-4	11	64*	2	5	-3	12	-2
Cc1ccccc1CC(=O)NCc1cccnc1	5	-13	5	-3	17	4	1	-2

Remaining list, next part.
SMILES | SENP7 inh | Apaf1 inhib | PfGluPho inh | SENP1 FRET inh | SENP6 block | SENP8 block-1 | SENP8 block-2 | HKDC1 inh
Cc1cccc(C(=O)NNC(=O)c2c(O)c3ccccc3n(C)c2=O)c1 | 1 | 1 | -15 | -1 | -14 | -8 | -2 | -6
O=[N+]([O-])c1cc(-c2cnc3ccccc3n2)ccc1Oc1ccc(Br)cc1 | 3 | 17 | -3 | -1 | 3 | -7 | 11 | 3
Cc1ccc(Nc2nc(=O)c3cccnc3s2)c(Br)c1 | 6 | 4 | 4 | 0 | -6 | -11 | 39 | 11
Cc1ccc(S(=O)(=O)N2CCC[C@H]2C(=O)OCC(=O)N2CCc3ccccc32)cc1 | -3 | -6 | -8 | 1 | -4 | -2 | 13 | -1
COc1ccc(/C=N/Nc2ccccn2)c(OC)c1OC | 2 | -3 | 7 | 0 | -15 | -7 | -7 | -5
Cc1cccc(OCC(=O)Nc2cc(Cl)ccc2-n2cncn2)c1C | 3 | 17 | 22 | -5 | -3 | -5 | -5 | 0
C#CCNC(=O)C1=C[C@H](c2ccc(C#C)cc2)C[C@H](OCc2ccc(CO)cc2)O1 | -1 | -8 | -10 | -9 | -13 | 5 | -69 | 2
O=C(NC1(O)C(=O)c2ccccc2C1=O)c1ccc(C(F)(F)F)cc1 | 80* | 96* | 1 | 3 | 74* | 67* | 81* | -6
CC(NC(=O)c1cccs1)c1ccc(Br)cc1 (configuration not stated) | -6 | 0 | 1 | 4 | -7 | -14 | 10 | -4
COc1ccc(C=Nc2cccnc2N)cc1 | 29 | 8 | 9 | -26 | 24 | 9 | -33 | 2
Cn1c(=O)c2c(SCC(=O)N3CCCc4ccccc43)nc(CC(C)(C)C)nc2n(C)c1=O | 10 | 28 | 18 | 3 | -14 | -11 | 8 | 2
O=C1CSC(=NC2CCCCC2)N1 | 5 | -12 | -11 | 1 | 18 | 7 | 18 | -7
O=C1CCC(CCC(=O)N2CCCC(C(=O)c3cccc(C(F)(F)F)c3)C2)=NN1 (configuration not stated) | 3 | 3 | -18 | 0 | -2 | -6 | 7 | 7
CCC(C)NC(=O)c1ccccc1NC(=O)COc1ccc(OC)cc1 (configuration not stated) | -9 | 7 | -2 | 1 | -13 | -14 | 17 | -4
C=C[C@]12CC[C@H](OC(C)=O)CC1=CCC1C2CC[C@@]2(C)C1CCC21OCCO1 (some centres not stated) | . | . | 15 | 2 | . | . | 10 | -2
CCOC(=O)C(=O)NCC(c1cccs1)S(=O)(=O)c1ccc(C)cc1 (configuration not stated) | 6 | 0 | 0 | 1 | -16 | -7 | 11 | -4
COc1ccc(NC(=O)c2sc3nc(C)cc(C)c3c2N)cc1 | 1 | 4 | 41 | -19 | -13 | -6 | -322 | 0
CCCS(=O)(=O)N1CCN(c2cc3c(cc2[N+](=O)[O-])n(C)c(=O)n3C)CC1 | -5 | 11 | -20 | 2 | -32 | -4 | 15 | 18
Cc1ccc(N=Nc2c(C)[nH]n(-c3ccccc3)c2=O)cc1Br | 1 | 3 | -5 | 1 | 3 | 14 | 24 | 0
